PglD inh: C. jejuni PglD acetyltransferase inhibitors, primary screen, biochemical, DTNB colorimetric, single point; inhibition, % at 12.5 µM; UDP-N-acetylbacillosamine N-acetyltransferase PglD (Campylobacter jejuni); 360,000 compounds, 0.098% hits; purified PglD enzyme, DTNB colorimetric CoA detection; in the data active = inhibition above about 16%, passing the limit was not always enough; also: strong numbers were not always called active
* = called active by the depositor.

A first look:
SMILES	PglD inh
COc1ccc(/C=C2\SC(=O)N(CCNC(=O)C3CCN(S(=O)(=O)c4cccs4)CC3)C2=O)cc1	-7.0
CN(C)C(=O)C(=O)c1c(-c2ccccc2)cc2ccccn12	-9.6
O=C(CSc1nnc2ccc3ccccc3n12)N1CCOCC1	5.5
O=[N+]([O-])c1ccc(O)c(-c2nc(-c3ccccc3)c(-c3cccs3)[nH]2)c1	3.2
CC(=O)N(CCC(Cc1ccccc1)c1ccc2c(c1)OCO2)Cc1ccccc1F (stereo unspecified)	4.1
CC(C)CNS(=O)(=O)c1ccc(CCC(=O)NCc2ccco2)cc1	-7.3

Main list, from the start:
SMILES	PglD inh
COc1ccc(/C=C2\SC(=O)N(CCNC(=O)C3CCN(S(=O)(=O)c4cccs4)CC3)C2=O)cc1	-7.0
CN(C)C(=O)C(=O)c1c(-c2ccccc2)cc2ccccn12	-9.6
O=C(CSc1nnc2ccc3ccccc3n12)N1CCOCC1	5.5
O=[N+]([O-])c1ccc(O)c(-c2nc(-c3ccccc3)c(-c3cccs3)[nH]2)c1	3.2
CC(=O)N(CCC(Cc1ccccc1)c1ccc2c(c1)OCO2)Cc1ccccc1F (stereo unspecified)	4.1
CC(C)CNS(=O)(=O)c1ccc(CCC(=O)NCc2ccco2)cc1	-7.3
CCCCCn1c(SCCC(C)C)nc2c1c(=O)[nH]c(=O)n2C	4.0
CC1=Nn2c(nc(-c3ccccc3)c2-c2ccccc2)NC(=O)C1Br (stereo unspecified)	-2.9
COc1ccccc1N1CCN(C(=O)Cn2nc(C(F)(F)F)c3c2CCC3)CC1	1.2
CC(=O)Nc1nc(C)c(Cc2ccccc2)c(=O)[nH]1	2.7
CC(=O)NCC(=O)NC(Cc1ccccc1)C(N)=O (stereo unspecified)	3.3
COc1ccc(Cl)cc1Nc1ncnc2sc(C)c(S(=O)(=O)N3CCC(C)CC3)c12	-8.4
COCCCNC(=O)/C=C/c1c(Cl)cccc1Cl	2.6
Cc1ccc(OCC(=O)NNC(=O)CSc2nnc(-c3ccc(C)cc3)n2C)cc1	-3.3
CC[n+]1c(S(=O)(=O)[O-])ccc2ccc(C)cc21	2.7

Not a retest: 6 of the compounds above.
SMILES	PglD inh
COc1ccc(/C=C2\SC(=O)N(CCNC(=O)C3CCN(S(=O)(=O)c4cccs4)CC3)C2=O)cc1	-7.0
CN(C)C(=O)C(=O)c1c(-c2ccccc2)cc2ccccn12	-9.6
O=C(CSc1nnc2ccc3ccccc3n12)N1CCOCC1	5.5
O=[N+]([O-])c1ccc(O)c(-c2nc(-c3ccccc3)c(-c3cccs3)[nH]2)c1	3.2
CC(=O)N(CCC(Cc1ccccc1)c1ccc2c(c1)OCO2)Cc1ccccc1F (stereo unspecified)	4.1
CC(C)CNS(=O)(=O)c1ccc(CCC(=O)NCc2ccco2)cc1	-7.3

Next compounds:
SMILES	PglD inh
CCOC(=O)c1cccc(NC(=O)Cn2c(CC(=O)NC)nc3ccccc32)c1	3.0
CN(C)CC(O)COc1ccc(C(C)(C)c2ccc(OCC(O)CN(C)C)cc2)cc1 (stereo unspecified)	1.7
O=C(Oc1cccc2cccnc12)c1ccc(Br)o1	2.9
Cc1ccnc(NC(=O)CCC(=O)N(CC(=O)NC(C)(C)C)C2CCCC2)c1	3.1
Cc1ccc(-c2nnn(CC(=O)N(Cc3cccs3)C(C(=O)NC(C)(C)C)c3ccco3)n2)o1 (stereo unspecified)	1.6
Cc1ccc(-n2c(C)cc(/C=N/Nc3ccc([N+](=O)[O-])cn3)c2C)c(C)c1	-4.5
Cc1nc2ccccc2n1CCCOc1ccccc1	3.7
S=C(NCCSCc1ccc(Cl)cc1)Nc1ccccc1	-4.8
c1ccc2c(c1)ncn2CCN1CCCCC1	1.6
COc1ccc(/C=N/NC(=O)c2sccc2OCc2ccc(F)cc2)cc1OC	-4.3
NC(=O)c1ccc(-n2nnnc2Oc2ccccc2C(=O)N2CCOCC2)cc1	2.2
N#CC1=C(N)C2=CCCC[C@H]2[C@H](c2ccccc2)C1(C#N)C#N	2.3
O=C(NCc1ccco1)c1cc2cc3ccc(Cl)cc3nc2o1	1.5
CC(C)(C)C(=O)[C@@H]1[C@@H]2C(=O)N(C3CCCCC3)C(=O)[C@@H]2[C@H]2c3ccccc3C=CN12	-193.2
Cc1occc1C(=O)NC1CCCCCCC1	0.5
COc1ccc(C(=O)NC(=O)Nc2ncccc2C)cc1	3.1
N=c1n(Cc2ccc(Cl)cc2)c2ccccc2n1CC(O)c1ccco1 (stereo unspecified)	-2.9
Cc1cc(C)n2nc(CCc3ccccc3)nc2n1	-2.2
Cc1oc2c(C)c(O)ccc2c(=O)c1-c1cnn(-c2ccccc2)c1	-3.1
Cc1nn(CC(=O)NCc2cccnc2)c(=O)c2ccccc12	4.7
CC(=O)n1cc(/C=N/NC(=O)c2sc(C)nc2C)c2ccccc21	-2.0
Cc1ccn(C(=O)c2ccc(NC(=O)C3CCCCC3)cc2)n1	6.1
CCOc1ccc(NC(=O)c2cccs2)c([N+](=O)[O-])c1	7.8
O=C1c2ccccc2NC(c2ccncc2)N1c1ccccn1 (stereo unspecified)	2.5
CCOc1ccccc1CNC(=O)CCNC(=O)Cn1ccc2ccccc2c1=O	2.9
Cc1cc(C(F)F)n2nc(C(=O)Nc3sc4c(c3C(N)=O)CCC4)nc2n1	-2.2
COC(=O)c1ccc(CSc2nnc(NC(C)C)s2)cc1	-4.2
CCn1cc(C(=O)O)c(=O)c2cc(F)c(N/N=C/c3ccccc3)cc21	-7.5
C=CCNc1ncnc2c1[nH]c1ccccc12	-3.5
Cc1cc(N2CCCCC2)nc(SCc2ccc(C#N)cc2)n1	-0.4
C=CCn1c(SCC(=O)N2CCc3ccccc3C2)nc2sc(C)cc2c1=O	1.7
CCOc1ccc(-n2c(=O)c3c4c(sc3n(CC(=O)NCc3ccco3)c2=O)CCC4)cc1	-6.3
CC(=NCC1CCCO1)c1c(O)[nH]c(=O)[nH]c1=O (stereo unspecified)	0.2
CC(C)CNC(=O)c1ccc(NC(=O)c2ccccc2[N+](=O)[O-])cc1	1.8
COc1ccc(N2CCN(CCNC(=O)c3nnc(Cc4c(F)cccc4Cl)o3)CC2)cc1	-4.1
C=C(C)C(=O)Nc1cccc(C(C)=O)c1	-0.4
CCOc1ccccc1-c1nnc(SCC(=O)Nc2ccccc2)o1	1.8
CCC(O)CNc1nc(SC)nc2sc3c(c12)CCN(C)C3 (stereo unspecified)	-2.3
CCOC(=O)COn1c(=O)c(-c2ccco2)[n+]([O-])c2ccccc21	1.7
COc1ccc2cc3cc(C(=O)NC(C)C)oc3nc2c1	-0.2
CSc1ccc(Cl)c(C(=O)NCCOc2ccccc2)c1	-3.9
Cc1cccc(Cn2cc(/C=C/[N+](=O)[O-])c3ccccc32)c1	-5.9
CCCC(=O)NC1=C(C#N)C2(CCCCC2)Cc2ccccc21	-6.8
Cc1ccc(C)c(NC(=O)CSc2nnc(-c3n[nH]c4ccccc34)o2)c1	4.5
Cc1ccccc1Cc1n[nH]c(=S)n1N	4.9
Cc1ccc(SCCNS(=O)(=O)c2ccc3c(c2)OCCO3)cc1	-2.4
Cc1cc(NC(=O)CCC(=O)N(c2ccccc2)C2(C(=O)NC3CCCCC3)CCCC2)no1	-3.1
O=S(=O)(Nc1c(O)ccc2ccccc12)c1cccc2ccccc12	4.0
COc1cc(OC)c(C(=O)Nc2ncn[nH]2)cc1OC	7.5
CCn1c(CNc2ccc(Cl)cc2)nnc1SCc1ccccc1	-36.8
Cc1cc(C(=O)CN2C(=O)NC3(CCCc4sccc43)C2=O)c(C)n1-c1ccccc1 (stereo unspecified)	14.2
CC(=O)c1ccc(NC(=O)Nc2ccc([N+](=O)[O-])cc2C)cc1	0.8
FC(F)(F)c1cc(-c2cccs2)nc(-n2cc(Br)cn2)n1	5.7
COc1ccc(CCNC(=O)CCNS(=O)(=O)c2ccc3c(c2)CCN3C(C)=O)cc1OC	2.1
O=C(O)CCNS(=O)(=O)c1ccc2c(c1)Cc1ccccc1-2	1.4
c1ccc(Cn2c(-c3ccco3)nc3nc4ccccc4nc32)cc1	3.3
CCOC(=O)CCNC(C(=O)OCC)c1ccccc1 (stereo unspecified)	-0.3
N/C(=N\O)c1ccc(NC(=O)c2ccc(Br)o2)cc1	6.2
O=C(Cn1c(=O)sc2ccccc21)Nc1ccc(S(=O)(=O)N2CCCC2)cc1	9.7
Cc1ccc(CNC(=O)Cc2ccc(-n3cccc3)cc2)cc1	-1.3
Next compounds
SMILES	PglD inh
O=c1cc(N2CCCCC2)c(-c2ccccc2)nn1Cc1c(Cl)cccc1Cl	6.6
CC1(C)CC(=O)C2=C(C1)N(Cc1cccnc1)C(=O)C2(NC(=O)c1ccc(F)cc1)C(F)(F)F (stereo unspecified)	4.7
CCN(CC)CC(=O)N1c2ccccc2Sc2ccc(Cl)cc21	5.4
COc1ccc(C(=O)/C=C/c2ccc(OC)c(COc3ccccc3F)c2)cc1	9.4
COCCn1c(=NC(=O)/C=C/c2cccs2)sc2cc(NC(C)=O)ccc21	-11.6
CCCn1c2c(c(O)c(C(=O)Nc3ncccc3O)c1=O)CCCC2	5.5
CN(C)CCC#CC(O)(c1ccccc1)c1ccccc1	3.2
O=c1c2ccccc2nc(/C=C/c2ccc([N+](=O)[O-])cc2)n1CCCO	3.5
COc1ccc(-c2cn3c4c(sc3n2)CCCC4)cc1	0.6
COc1ccc(C(C)C)cc1S(=O)(=O)NCc1ccccn1	-2.8
Cc1ccc(CNC(=O)C(C)OC(=O)c2cccs2)cc1 (stereo unspecified)	4.9
CCCNC(=O)CC(NS(=O)(=O)c1ccc(Cl)cc1)c1ccco1 (stereo unspecified)	7.5
Cc1cc(C(=O)N(C)C)sc1-c1ccccc1	-3.0
Cc1cccc2sc(N(CCN(C)C)C(=O)c3cc(Cl)sc3Cl)nc12	-4.1
CCCCN1C(=O)CN(CCc2ccccc2)C(=O)C1c1ccc(OC)cc1 (stereo unspecified)	6.3

Arranged by value in PglD inh (highest first): 3 from the list above.
SMILES	PglD inh
CCCCN1C(=O)CN(CCc2ccccc2)C(=O)C1c1ccc(OC)cc1 (stereo unspecified)	6.3
Cc1ccc(CNC(=O)C(C)OC(=O)c2cccs2)cc1 (stereo unspecified)	4.9
COc1ccc(-c2cn3c4c(sc3n2)CCCC4)cc1	0.6

Carrying on:
SMILES	PglD inh
c1ccc(C(c2nnnn2Cc2ccco2)N2CCN(C3CCCC3)CC2)cc1 (stereo unspecified)	-5.6
CCOC(=O)C1C(=O)CC(C)(O)C(C(=O)OCC)C1c1cccs1 (stereo unspecified)	-0.5
CCOC(=O)c1nnn(CC(=O)N2N=C(c3ccccc3)CC2c2ccccc2)c1C(=O)OCC (stereo unspecified)	3.2
CC1CCN(C(=O)c2ccc3c(c2NCCO)C(=O)c2ccccc2C3=O)CC1	1.1
COc1ccc(-c2nc(-c3cccc(C(F)(F)F)c3)no2)cc1OC	-5.4
O=C(/C=C\c1cn(-c2ccccc2)nc1-c1ccc2c(c1)OCCO2)N1CCOCC1	3.7
CN(CC(=O)Nc1ccccc1N1CCOCC1)S(=O)(=O)c1ccc(F)cc1	-0.5
CS(=O)(=O)N1CCC(NC(=O)Cc2ccccc2)CC1	-0.9
COc1ccc(CN=C2NC(=O)CC(C(=O)Nc3cc(C)cc(C)c3)S2)cc1 (stereo unspecified)	4.7
Cc1cc(Cl)c(S(=O)(=O)NCc2cccnc2)cc1OCC(N)=O	-1.3
CCn1cc(CNC(=O)c2cc(Cl)ccc2OC)c(C)n1	0.4
CCCCOc1ccc(C(=O)O)cc1	5.1
CCOC(=O)c1cnc2c(OC)cccc2c1N1CCN(c2ccccc2OC)CC1	0.4
N=c1ccn(Cc2cccc(Cl)c2)cc1	-5.5
CCn1cc(C(=O)OCc2cccc(Br)c2)c(=O)c2ccc(C)nc21	-0.8
O=C(CN1CCOCC1)N(c1ccccc1)c1ccc2ccccc2c1	7.8
O=C(COC(=O)/C=C/c1ccccc1[N+](=O)[O-])Nc1ccc(OC(F)F)cc1	-0.6
Cc1ccc(-c2noc(CCC(=O)NC3CCN(Cc4ccccc4)CC3)n2)cc1	-3.7
CCN(CC)c1ccc(NC(=O)c2cc(OC)cc(OC)c2)c(C)c1	0.0
O=C1CCCc2ccccc2N1Cc1ccc(Cl)cc1	0.7
COc1ccccc1N(CC(=O)NC1CCCC1)C(=O)c1csnn1	0.4
COCCNC(=O)C(c1ccc(F)cc1)N(CCOC)C(=O)CCC(=O)Nc1nccs1 (stereo unspecified)	-2.1
CCN(c1ccccc1)S(=O)(=O)c1ccc(C(=O)OC(C)C(=O)NCCC2=CCCCC2)cc1 (stereo unspecified)	4.9
O=C(NCCO)c1ccc(-c2nnc(N3CCOCC3)c3ccccc23)cc1	2.9
O=C(CSc1nnc(-c2cccs2)n1-c1ccccc1)NCC1CCCO1 (stereo unspecified)	1.9
Cc1ccc(OCCCC(=O)Nc2ccccc2C(F)(F)F)cc1	-0.5
O=C1C(Cl)=C(NCC2CCCO2)C(=O)N1c1cccc(Cl)c1Cl (stereo unspecified)	3.0
O=C(O)c1ccc(COc2ccc3ccccc3c2/C=C2/NC(=O)N(c3ccccc3)C2=O)cc1	2.6
COc1ccccc1C1C2C(=O)N(c3ccccc3)C(=O)C2ON1c1ccccc1 (stereo unspecified)	5.0
CCCCOc1ccc(N2C(=O)CC(NCCc3ccc(S(N)(=O)=O)cc3)C2=O)cc1 (stereo unspecified)	-0.6
CCOC(=O)c1ccc2[nH]cc(C(C)=O)c(=O)c2c1	0.4
COc1cccc(C2C(C(=O)NCc3ccccc3)=C(C)Nc3ncnn32)c1 (stereo unspecified)	-2.2
Cn1ncc2c(O/N=C(\N)c3ccc(C(C)(C)C)cc3)ncnc21	-4.2
CCOCCCNC(=O)C(NC(=O)c1ccccn1)c1ccc(C)cc1 (stereo unspecified)	-4.8
O=C(c1ccc(Br)o1)N(Cc1ccccc1)c1ccccn1	3.8
Cc1ccc(NC(=O)CCC(=O)OC(C(=O)c2ccc(C)c(C)c2)c2ccccc2)c(C)c1 (stereo unspecified)	2.0
Cc1csc(SCC(=O)Nc2ccccn2)n1	3.8
COc1ccc(OC)c2c1nc1n2CCS1	-0.6
Cc1ccc2cc3c(N)c(C(=O)Nc4c(C)[nH]c(=O)[nH]c4=O)sc3nc2c1	0.4
CCOc1ccc(C(=O)NCc2ccncc2)cc1	2.7
O=C(NC1CC1)c1cc(F)c(F)cc1Cl	4.5

These rows are one share of the data; the hit share may differ from the screen's.
